AGP1 TOR yeast: modulators of AGP1-GFP expression in yeast TOR pathway, primary screen, cell-based, multiplex flow cytometry, S. cerevisiae, MLPCN library; GFP response vs DMSO, % at 10 µM; 3 h; GFP as percent of DMSO wells; AID 2066, 2009; 320,000 compounds, 0.02% hits;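 active = GFP response relative to DMSO above a set limit, near screen average plus 3 SD, cut at about 150% in these data; inconclusive = fewer than 70 cells counted for the yeast strain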;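 also: median GFP channel fluorescence of the gated AGP1 strain per well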
GRK2 inh: compounds blocking aptamer binding on GRK2 – biochemical, human GRK2, bead flow cytometry, HTS, primary screen; 330,000 compounds, 0.59% hits; AID 488847, 2010; inhibition of aptamer binding, % at 10 µM; FAM-aptamer displacement from GRK2;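 active = inhibition of aptamer binding above 40%, roughly 3 SD of noise, on plates passing a quality check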;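 also: median bead fluorescence of bound FAM aptamer so fluorescent compounds give negative values; no value below 0 was filed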
MEP2 TOR yeast: modulators of MEP2-GFP levels in yeast, primary screen, S. cerevisiae, multiplex flow cytometry, MLPCN library | S. cerevisiae MEP2-GFP strain, 3 h; 100% = DMSO control level | 330,000 compounds, 0.51% hits | GFP response vs DMSO, % at 10 µM;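 active = GFP response versus DMSO above a set limit, roughly screen mean plus 3 SD, cut at about 180% in these data; inconclusive = fewer than 70 cells counted for a yeast strain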;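 also: median GFP fluorescence of the barcode-gated MEP2-GFP cells per well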
LAP4-GFP MLPCN: modulators of LAP4-GFP expression in yeast, primary screen, S. cerevisiae, multiplex flow cytometry, MLPCN library. 320,000 compounds, 0.34% hits. 3 h; median GFP as percent of DMSO wells. GFP response vs DMSO, % at 10 µM;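 active = GFP response vs DMSO above a set limit, about the screen mean plus 3 SD, cut at about 150% in these data; inconclusive = under 70 cell events counted for the yeast strain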
CIT2-GFP yeast: modulators of CIT2-GFP expression in yeast, primary screen, S. cerevisiae, GFP fusion, multiplex flow cytometry, MLPCN library. S. cerevisiae CIT2-GFP strain, 3 h; 100 means same as DMSO wells. GFP response vs DMSO, % at 10 µM. 320,000 compounds, 0.065% hits;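 active = GFP response relative to DMSO above a set limit, near the screen mean plus 3 SD, cut at about 150% in these data; inconclusive = Fewer than 70 cells measured for a yeast strain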;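 also: ratio of well median GFP fluorescence to mean of DMSO wells on the plate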
RPL19A TOR yeast: RPL19A-GFP expression modulators in yeast, primary screen, cell-based, S. cerevisiae, multiplex flow cytometry, MLPCN | 330,000 compounds, 0.3% hits | percent response vs DMSO, % at 10 µM | S. cerevisiae RPL19A-GFP strain, 3 h; stronger effect = lower value | AID 2025, 2009;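 active = percent response vs DMSO below 50%; inconclusive = fewer than 70 events counted for the yeast strain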;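 also: median channel GFP fluorescence of the barcoded RPL19A-GFP strain; ratio of sample median GFP to plate DMSO average so 100% = DMSO; lower means less RPL19A-GFP as with rapamycin TOR inhibition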
JMJD2C inh: inhibitors of GASC-1 histone demethylase, primary screen, biochemical, fluorescence, DELFIA europium; Lysine-specific demethylase 4C (Homo sapiens), Q9H3R0; GST-JMJD2C(1-420) H3K9me3 demethylation; inhibition, % at 2.35 µM; 330,000 compounds, 0.069% hits; AID 2099, 2009;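 active = more than half of a compound's replicate wells show inhibition beyond 50%, single wells judged on their own value; inconclusive = some, but no more than half, of replicates pass 50% inhibition; inactive = no replicate passes 50% inhibition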;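 also: signal counts dimethyl H3K9 product captured on neutravidin plate; 0% = median of DMSO wells and 100% = 0.3 times that DMSO median; strong numbers were not always called active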
VLA-4 inh: inhibition in human VLA-4 binding assay, primary screen, VLA-4 allosteric modulator project, MLPCN library, flow cytometry, VLA-4 expressing cells | inhibition, % (about 7 µM as worked out from the volumes in the protocol) | 330,000 compounds, 0.2% hits | ligand binding flow cytometry | AID 2557, 2010 | Integrin alpha-4 (Homo sapiens), P13612; in the data active = inhibition above about 50%
Target sequence (P13612 whole entry, looked up): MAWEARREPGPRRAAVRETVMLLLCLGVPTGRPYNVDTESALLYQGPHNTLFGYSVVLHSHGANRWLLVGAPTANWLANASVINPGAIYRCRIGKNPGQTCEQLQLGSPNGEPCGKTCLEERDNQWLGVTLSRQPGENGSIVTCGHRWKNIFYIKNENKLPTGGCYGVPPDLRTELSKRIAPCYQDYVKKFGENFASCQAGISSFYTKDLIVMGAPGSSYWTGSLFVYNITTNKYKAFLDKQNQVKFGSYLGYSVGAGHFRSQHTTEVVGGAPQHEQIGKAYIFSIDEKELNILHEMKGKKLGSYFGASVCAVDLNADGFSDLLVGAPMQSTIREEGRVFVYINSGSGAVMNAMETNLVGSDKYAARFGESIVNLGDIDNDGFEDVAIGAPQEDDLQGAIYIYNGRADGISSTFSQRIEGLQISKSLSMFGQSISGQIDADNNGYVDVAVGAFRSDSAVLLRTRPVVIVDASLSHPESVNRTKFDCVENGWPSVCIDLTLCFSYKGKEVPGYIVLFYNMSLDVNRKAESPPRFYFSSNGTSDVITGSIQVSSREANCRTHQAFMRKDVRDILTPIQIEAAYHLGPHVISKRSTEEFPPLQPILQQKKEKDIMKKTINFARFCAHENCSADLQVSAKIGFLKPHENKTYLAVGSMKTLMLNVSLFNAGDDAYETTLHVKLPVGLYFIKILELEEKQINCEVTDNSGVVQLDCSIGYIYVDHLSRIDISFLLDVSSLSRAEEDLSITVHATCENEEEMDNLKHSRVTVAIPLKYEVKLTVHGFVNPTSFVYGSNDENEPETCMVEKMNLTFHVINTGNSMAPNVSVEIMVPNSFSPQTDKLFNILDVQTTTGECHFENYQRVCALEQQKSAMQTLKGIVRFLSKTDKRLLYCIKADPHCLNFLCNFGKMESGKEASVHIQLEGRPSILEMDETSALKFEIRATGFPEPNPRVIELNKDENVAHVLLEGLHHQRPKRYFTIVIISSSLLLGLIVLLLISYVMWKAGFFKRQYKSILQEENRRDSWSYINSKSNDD
* hit, by the source's call; i = inactive; ? = inconclusive; / = not tested or not shown; [ ] = remark or other dose. Not a hit list. About 1.7% of those tested had a hit in this group.

SMILES	AGP1 TOR yeast	GRK2 inh	MEP2 TOR yeast	LAP4-GFP MLPCN	CIT2-GFP yeast	RPL19A TOR yeast	JMJD2C inh	VLA-4 inh
CCO[C@@H]1OC(C(=O)NC2CC2)=C[C@H](c2ccccc2)[C@H]1CCCO	?	4.0	282.4*[may fluoresce violet]	86.5[may fluoresce violet]	?	47.4*[may fluoresce violet]	-0.6	-3.1
CCOc1ccc(N=Nc2cc(C(C)C)ccc2O)cc1	94.5	2.0	112.4	90.7	99.2	101.9	-8.7	19.6
CC1CCc2c(C(=O)Nc3ccccn3)csc2C1 (stereo not drawn)	91.9	0.0	101.9	112.3	92.6	95.5	-1.9	4.3
O=C(NCC1CCCO1)c1cc([N+](=O)[O-])ccc1N1CCC(Cc2ccccc2)CC1 (stereo not drawn)	102.8	1.0	99.8	104.3	90.5	103.4	3.9	-0.4
Cc1ccc(C)c(-n2ccnc2SCC(N)=O)c1	98.1	0.0	92.5	91.7	93.5	95.9	5.2	-6.0
COC(=O)c1sccc1S(=O)(=O)NCc1ccc(S(N)(=O)=O)cc1	100.3	0.0	100.5	106.8	93.2	101.2	-3.0	12.3
Cc1ccc(-n2[nH]c(C)c(C=Nc3ccc(S(=O)(=O)Nc4nccs4)cc3)c2=O)c(C)c1	98.4	1.0	106.9	88.0	/	86.2	-4.0	-7.2
Cc1ncoc1C(=O)N1CCc2c([nH]c3ccccc23)C1C(C)(C)C (stereo not drawn)	111.0	19.0	108.7	94.3	100.0	103.6	-0.1	-4.9
CN(CC(=O)NCc1ccccc1)Cc1ccc(Cl)cc1	94.1	5.0	112.2	92.0	91.8	99.4	5.1	10.7
C#CCOCCOCCOCCNc1nc(N2CCN(C(=O)C([C@@H](C)O)n3cc([C@@H](N)CCCCN)nn3)CC2)nc(N2CCN(C(=O)[C@H](CCCCN)n3cc([C@@H](N)[C@H](C)CC)nn3)CC2)n1 (stereo partly drawn)	90.1	0.0	89.7	89.3	96.4	91.4	5.8	-13.7
COc1cccc(NC(=O)c2nc(SC)ncc2Cl)c1	92.9	0.0	104.3	105.8	99.2	101.6	-1.8	1.8
CCOC(=O)c1sc(NC(=O)CN(CC)CC)c(C(=O)OCC)c1C	109.6	1.0	106.9	106.9	101.1	105.7	-5.4	1.0
O=C(O)C1C2C=CC(C3CC23)C1C(=O)NCCc1ccccc1 (stereo not drawn)	88.8	9.0	95.7	92.4	98.2	94.8	-7.3	10.7
COc1ccc(/C=N/n2c(-c3ccccc3)n[nH]c2=S)cc1	96.0	1.0	98.3	89.2	99.2	104.4	7.7	17.9
COc1cc(C(=O)NCCc2ccccc2)ccc1OCC(=O)N1CCOCC1	93.4	1.0	99.4	99.8	89.9	93.9	4.5	3.8
COc1ccc(Cn2cccc(NC(=O)Nc3cccc(C#N)c3)c2=O)cc1	102.9	1.0	100.6	98.2	103.5	101.2	29.1	5.1
COc1cc2c(cc1[N+](=O)[O-])n(C(C)C)c(=O)n2C(C)C	101.7	1.0	99.4	91.5	98.7	100.1	-1.1	7.8
COc1ccc(C(=O)NCc2ccccc2)cc1S(=O)(=O)N1CCCc2ccccc21	95.7	1.0	105.4	98.3	80.2	94.4	-2.0	0.4
NC(=O)COC(=O)Cc1coc2cc3c(cc12)CCC3	108.6	0.0	89.1	96.2	106.0	93.1	30.3	4.9
CCCCOC(=O)Nc1nnc(Cc2ccc(Cl)cc2)s1	110.2	0.0	110.6	101.2	108.8	103.9	2.8	15.6
COc1ccc(CC(=O)Nc2c3c(nn2-c2cccc(C)c2C)CS(=O)C3)cc1 (stereo not drawn)	91.9	0.0	100.0	92.5	96.0	96.8	6.8	4.2
COc1ccc(OC)c(NC(=O)CSc2nnc(-c3ccco3)o2)c1	98.3	3.0	101.3	105.2	92.2	95.2	7.5	9.4
CCn1c(-c2ccco2)nc2ccccc21	100.3	5.0	95.9	93.4	88.0	92.5	-31.1	-5.6
Cc1c(NC(=O)C2CCCCN2S(=O)(=O)c2ccc(Cl)cc2)c(=O)n(-c2ccccc2)n1C (stereo not drawn)	93.5	0.0	91.8	84.2	94.9	97.9	54.8	-4.3
CCCN(CCC)CCCNC(=O)c1ccc2c(c1)N(CC)C(=O)c1ccccc1S2=O (stereo not drawn)	108.0	4.0	100.9	95.9	100.3	100.6	5.1	-6.6
CC(=O)NCC(=O)OCc1ccc([N+](=O)[O-])cc1	103.1	0.0	100.6	99.7	97.3	99.9	7.7	13.6
CCC/C=N/Nc1nc2ccccc2s1	92.5	0.0	98.0	94.4	99.0	100.3	5.5	-18.6
O=C(COc1coc(CN2CCc3ccccc32)cc1=O)Nc1cccc(F)c1	93.3	0.0	89.6	95.5	102.0	85.2	-5.7	-2.3
CCOC(=O)C1(CCOc2ccccc2)CCN(S(=O)(=O)N(C)C)CC1	103.5	2.0	108.2	92.8	106.6	105.4	0.7	-4.9
COc1ccc(-c2ccc(-c3noc(-c4ccccc4OC)n3)c(OC)n2)cc1	95.7	0.0	106.6	102.6	92.0	100.5	-3.0	-7.7
N#Cc1ccccc1CSc1nc2ccc(NC(=O)c3ccccc3C(=O)O)cc2s1	114.2	0.0	99.9	119.7	102.1	97.9	1.4	15.6
Clc1ccc(-c2noc(CN3CCN(c4ccccc4)CC3)n2)cc1	114.8	0.0	113.3	114.6	117.3	111.9	-6.1	-9.1
Cc1ccc(S(=O)(=O)NNC(=O)c2snnc2C)cc1	98.3	0.0	98.3	93.6	105.3	97.8	17.1	-12.3
COc1ccc(CNC(=O)C2CCC(CNc3nc(=S)[nH]c4ccccc34)CC2)cc1 (stereo not drawn)	109.1	0.0	105.2	107.4	107.3	103.5	-29.9	-5.3
Cc1c(C(=O)NCc2ccccc2)oc2ccc(S(=O)(=O)N3CCCC3)cc12	103.9	2.0	105.8	102.9	101.8	100.9	7.8	4.0
Cc1cccc(C2NC(=O)c3c(sc(C)c3C)N2)c1O (stereo not drawn)	104.7	1.0	103.8	117.4	103.5	99.1	1.3	11.4

In the list so far, 3 contain a nitro group on carbon.
SMILES	AGP1 TOR yeast	GRK2 inh	MEP2 TOR yeast	LAP4-GFP MLPCN	CIT2-GFP yeast	RPL19A TOR yeast	JMJD2C inh	VLA-4 inh
O=C(NCC1CCCO1)c1cc([N+](=O)[O-])ccc1N1CCC(Cc2ccccc2)CC1 (stereo not drawn)	102.8	1.0	99.8	104.3	90.5	103.4	3.9	-0.4
COc1cc2c(cc1[N+](=O)[O-])n(C(C)C)c(=O)n2C(C)C	101.7	1.0	99.4	91.5	98.7	100.1	-1.1	7.8
CC(=O)NCC(=O)OCc1ccc([N+](=O)[O-])cc1	103.1	0.0	100.6	99.7	97.3	99.9	7.7	13.6

Next part:
SMILES	AGP1 TOR yeast	GRK2 inh	MEP2 TOR yeast	LAP4-GFP MLPCN	CIT2-GFP yeast	RPL19A TOR yeast	JMJD2C inh	VLA-4 inh
COc1cccc(NC(=O)C(C)N2C(=O)c3ccccc3S2(=O)=O)c1 (stereo not drawn)	111.0	0.0	106.7	98.6	105.0	102.7	50.1	4.3
CCOCCc1nnc(NC(=O)C2CC(=O)N(CCc3ccc(F)cc3)C2)s1 (stereo not drawn)	104.7	1.0	100.2	101.5	102.5	105.0	-2.3	2.3
CC(=O)N1CCN(C(=O)c2ccc(Oc3ccccc3)cc2)CC1	96.2	0.0	102.1	100.3	96.0	97.1	10.1	-1.3
N#C/C(=C/c1ccc(Br)o1)C(N)=S	99.3	5.0	106.1	128.2	103.0	92.8	-4.3	0.8
CCCNC(=S)N1CCN(c2nc(-c3ccc(C)cc3)cs2)CC1	107.7	0.0	102.4	96.0	110.7	98.7	2.9	-0.5
CCC(C)NC(=S)NNC(=O)c1ccc(C(C)(C)C)cc1 (stereo not drawn)	101.0	2.0	108.2	99.3	102.8	99.0	-11.5	-1.6
Cc1cc(NC(=O)COC(=O)Cn2[nH]c(=O)c3ccccc3c2=O)c([N+](=O)[O-])cc1C	99.7	2.0	97.6	105.0	84.7	93.8	-7.1	15.9
COc1ccc(Cl)cc1NC(=O)C1CCN(S(C)(=O)=O)CC1	99.9	3.0	95.6	100.1	100.7	98.3	-2.4	12.3
CCCC(=O)Nc1ccc(NC(=O)c2ccco2)cn1	92.0	0.0	98.5	/	94.9	97.0	-11.5	-0.6
COCCCNC(=O)c1ccc(-c2csc(C)n2)cc1	114.3	0.0	102.7	107.5	103.3	95.3	1.2	15.0
CCN1/C(=C/C=C/C=C/c2sc3ccccc3[n+]2CC)Sc2ccccc21	35.8[may fluoresce red]	89.0*	265.3*[may fluoresce red]	?	109.4[may fluoresce red]	?	-7.5	i
CC1(C)CC(=O)C(C=NCc2cccnc2)=C(O)C1	93.5	0.0	89.8	87.1	87.9	93.0	3.0	0.2
Cc1[nH]c2ccc(C(=O)N3CCCCC3)cc2c1C	109.0	0.0	111.7	104.6	95.1	99.1	2.8	-6.7
CCOC(=O)Cc1csc(NS(=O)(=O)c2ccc(Cl)cc2)n1	92.1	0.0	104.0	93.9	89.9	102.6	-9.4	-11.0
COc1ccc2c(c1)CCc1c(C(=O)NCc3ccc(F)cc3)noc1-2	106.6	2.0	107.3	104.2	100.0	103.4	0.9	15.2
O=C(Cn1ncc(Cl)c(Cl)c1=O)NC1CCCCC1	99.4	0.0	99.2	98.8	104.9	97.9	9.3	0.0
O=C(Nc1nnc(C2CCCCC2)s1)C1CC(=O)N(c2ccccc2)C1 (stereo not drawn)	105.6	1.0	96.6	99.0	103.5	102.9	5.3	0.8
Cc1cc(C)cc(NC(=O)COC(=O)CCc2ccc(S(=O)(=O)N3CCOCC3)cc2)c1	92.4	0.0	90.3	100.1	87.0	94.9	3.5	4.1
O=C(O)c1cccc(-c2ccc(/C=N/n3cnc4sc5c(c4c3=O)CCCC5)o2)c1	96.9	4.0	104.3	91.3	102.4	104.9	0.0	3.3
Cc1c(NC(=S)NC(=O)c2ccc(-c3ccc(Cl)cc3)o2)cccc1C(=O)O	101.3	0.0	105.0	101.6	114.7	100.1	-1.5	-1.6
CC(C)c1cccc(C(C)C)c1NC(=O)CN(C)C1CCS(=O)(=O)C1 (stereo not drawn)	104.7	0.0	102.1	105.3	102.9	100.8	6.8	11.3
Cc1nc(SCc2ccc(C(=O)O)cc2)nc2c1CCCC2	95.2	0.0	95.7	104.3	92.8	102.2	2.4	-5.0
CNc1oc(-c2ccccc2)nc1C#N	92.2	2.0	93.9	94.4	/	93.9	1.0	9.4
O=C(NCc1ccco1)c1cccc2c1C(=O)c1ccc(/C=C/c3ccccc3)cc1S2(=O)=O	77.7	13.0	88.5	82.7	78.8	98.8	2.6	-11.4
CCC1c2ccc(C)n2CCN1C(=O)Nc1ccccc1OC (stereo not drawn)	97.0	5.0	106.6	100.5	93.1	100.8	-9.0	6.8
Cc1noc(C)c1COc1ccccc1C(=O)N(C)CC(=O)Nc1ccc(F)c(F)c1F	99.1	0.0	95.0	97.8	98.4	96.7	6.5	4.8
